LGR2 inh – inhibitors of bursicon-induced LGR2 CRE-luciferase signal, primary screen, cell-based, HEK293, CRE-luciferase reporter, bursicon stimulation; Drosophila bursicon receptor LGR2 (rickets); bursicon-stimulated, 4 h; inhibition, % at 9.99 µM; actives 0.35% (n = 380,000); AID 720647, 2013;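 active = drop in luminescence signal, shown as inhibition above about 50% in the replicate tests, limit read from the data, passing the limit was not always enough; inconclusive = probably only some replicates passing the limit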;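 also: agonist challenge used bursicon conditioned medium at about half maximal strength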
Casp6 inh – human caspase-6 inhibitors, primary screen, biochemical, VEID-R110 fluorescence, single point, set 2 | inhibition, % at 12.5 µM | purified caspase-6, Z-VEID-R110 cleavage fluorescence | P55212 | actives 0.53% (n = 350,000);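 active = mean inhibition across replicates at least about 35%, with every replicate also reaching that limit, limit read from the data; inconclusive = only one of the two criteria met; inactive = neither criterion met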;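 also: 0% = median of neutral control wells and 100% = no fluorescence left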
Target sequence (P55212 24-179 limits assumed): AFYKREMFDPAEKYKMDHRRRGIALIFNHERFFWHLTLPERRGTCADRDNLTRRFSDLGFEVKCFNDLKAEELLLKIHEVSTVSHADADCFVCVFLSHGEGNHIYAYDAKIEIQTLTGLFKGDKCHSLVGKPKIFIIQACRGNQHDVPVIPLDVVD
Target sequence (P55212 194-293 limits assumed): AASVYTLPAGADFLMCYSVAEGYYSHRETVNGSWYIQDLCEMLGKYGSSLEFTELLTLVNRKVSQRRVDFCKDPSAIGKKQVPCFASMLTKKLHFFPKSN
DENV2 CPE – inhibitors of DENV2 cytopathic effect, primary screen, cell-based, plate reader, single concentration; DENV2-infected cells, cytopathic effect rescue; AID 651640, 2012; actives 1.7% (n = 350,000); CPE inhibition, % at 9.99 µM; in the data active = CPE inhibition above about 20%, passing the limit was not always enough; inconclusive = no clear call, values can overlap the other calls; tested in BHK-21 cells;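 also: 0% = median of neutral control wells and 100% = median of positive control wells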
PAX8 inh HTS – inhibitors of PAX8-driven TPO luciferase reporter, primary screen, RMG-I cells, single concentration; SteadyGlo, 24 h; inhibition, % at 12.6 µM; actives 1.2% (n = 360,000);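 active = mean replicate inhibition at least 60% with every replicate also reaching 60%; inconclusive = only one of the two criteria is met; inactive = mean below 60% and not all replicates reaching 60%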;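 also: luciferase light reporting Pax8 driven TPO promoter activity; plate controls were median of neutral control wells for no effect and mitoxantrone controls for full effect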
EWS-Fli inh – EWS/Fli-driven NR0B1 reporter inhibitors, primary screen, A673 cells, NR0B1 luciferase, luminescence, MLPCN library. AID 651661, 2012. viability-normalised. actives 0.67% (n = 350,000). inhibition, % at 12.6 µM;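 active = mean inhibition of at least 50% after viability correction, with every replicate also passing that limit; inconclusive = mean reaches 50% but only one of two replicates passes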;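 also: firefly luciferase signal divided by Alamar Blue viability fluorescence both relative to DMSO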
ARNT TACC3 PPI – disruptors of ARNT/TACC3 protein interaction, primary screen, biochemical, AlphaScreen, single concentration; AlphaScreen His-ARNT PAS-B/GST-TACC3 binding, luminescence; TACC3 fragment carries E629A point mutation; actives 0.66% (n = 390,000); inhibition, % at 9.99 µM;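 active = mean inhibition of replicates at least 50% and at least half of replicates each reaching 50%; inconclusive = half or more replicates reach 50% but mean below 50%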;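 also: 0% = complete ARNT plus TACC3 wells and 100% = ARNT alone without TACC3; many hits fall short of the cut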
SIRT5 block – SIRT5 desuccinylase inhibitors, primary screen, biochemical, fluorescence imaging, single point, set 5; NAD-dependent protein deacylase sirtuin-5, mitochondrial (Homo sapiens), Q9NXA8; Purified SirT5, succinyl-peptide AMC, trypsin-coupled fluorescence; inhibition, % at 15 µM; actives 1.1% (n = 330,000); AID 652115, 2013; in the data active = inhibition above about 15%; inconclusive = no clear call, values can overlap the other calls
Target sequence (Q9NXA8 whole entry, looked up): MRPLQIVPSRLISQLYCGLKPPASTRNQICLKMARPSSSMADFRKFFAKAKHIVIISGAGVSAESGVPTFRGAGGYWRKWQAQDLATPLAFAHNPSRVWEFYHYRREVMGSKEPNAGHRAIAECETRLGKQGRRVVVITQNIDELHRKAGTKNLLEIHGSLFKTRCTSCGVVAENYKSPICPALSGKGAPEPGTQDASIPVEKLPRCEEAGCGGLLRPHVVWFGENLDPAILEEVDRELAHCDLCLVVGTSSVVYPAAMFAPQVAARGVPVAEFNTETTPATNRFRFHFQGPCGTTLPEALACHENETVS
The depositor's hits bear a star; ? = inconclusive; . = no result given; & = joins results of further samples; ! = repeats disagree.

Start of the data: the first 5 entries as a preview:
SMILES	LGR2 inh	Casp6 inh	DENV2 CPE	PAX8 inh HTS	EWS-Fli inh	ARNT TACC3 PPI	SIRT5 block
O=C(NCCc1nnc2ccc(N3CCCC3)nn12)c1ccccc1	8	2	0	0	.	1	5
CCNc1cc(N2CCCC2)ccc1[N+](=O)[O-]	-1	.	.	19	.	-13	.
CCCCCCCCCCCCN1C/C(=C\C(=O)OCC)c2ccccc2S1(=O)=O	.	2	.	-7	3	-35	-1
COc1ccccc1NC(=O)N1CCCCN2[C@@H](CO)[C@@H](c3ccc(-c4ccc(C)cc4)cc3)[C@@H]2C1	5	2	-25	58	22	4	4
COc1cccc(C#Cc2ccc3c(c2)[C@H]2[C@H](CCN2C(=O)c2ccc4c(c2)OCO4)[C@H](CO)N3)c1	.	3	-1	.	-5	.	6

The listing, previewed entries included:
SMILES	LGR2 inh	Casp6 inh	DENV2 CPE	PAX8 inh HTS	EWS-Fli inh	ARNT TACC3 PPI	SIRT5 block
O=C(NCCc1nnc2ccc(N3CCCC3)nn12)c1ccccc1	8	2	0	0	.	1	5
CCNc1cc(N2CCCC2)ccc1[N+](=O)[O-]	-1	.	.	19	.	-13	.
CCCCCCCCCCCCN1C/C(=C\C(=O)OCC)c2ccccc2S1(=O)=O	.	2	.	-7	3	-35	-1
COc1ccccc1NC(=O)N1CCCCN2[C@@H](CO)[C@@H](c3ccc(-c4ccc(C)cc4)cc3)[C@@H]2C1	5	2	-25	58	22	4	4
COc1cccc(C#Cc2ccc3c(c2)[C@H]2[C@H](CCN2C(=O)c2ccc4c(c2)OCO4)[C@H](CO)N3)c1	.	3	-1	.	-5	.	6
COc1ccc(-c2cc(C(=O)NCC3CCCO3)c3cc(C)ccc3n2)cc1 (stereo not given)	-38	-3	-4	-57	-40	18	5
CC(=O)N1CCN(Cc2nc3cc(NC(=O)c4ccccc4Cl)ccc3n2C)CC1	15	3	2	4	3	7	2
Cc1ccc(S(=O)(=O)N2CCN(c3ccc([N+](=O)[O-])c(NCCN4CCOCC4)c3)CC2)cc1	.	2	.	29	25	0	1
O=C(O)CC(NCc1ccco1)C(=O)Nc1cccc(O)c1 (stereo not given)	8	1	-3	2	-2	2	5
CCN(CC(=O)Nc1cc(C)on1)CC(=O)Nc1ccccc1C(F)(F)F	-4	0	-4	-1	-5	-2	1
Cc1ccc(S(=O)(=O)N2CCC(=O)N([C@H](COCc3ccc(Cl)c(Cl)c3)Cc3ccccc3)CC2)cc1	9	6	1	1	4	.	0
N#Cc1ccc(CN2CCN(C(=O)c3cc(C4CC4)nn3-c3ccccc3)CC2)cc1	-1	-2	9	28	15	2	4
COC(=O)c1ccc(N2C(c3cc(OC)cc(OC)c3)=Cc3ccc(-c4cccnc4)cc3C2CC(=O)C2CC2)cc1 (stereo not given)	-12	0	-2	24	7	.	-3
CNC[C@@H]1OCCCC[C@H](C)Oc2ccc(NC(=O)Nc3ccccc3)cc2C(=O)N([C@@H](C)CO)C[C@@H]1C	2	-7	12	4	-1	-2	-4
O=C(COC(=O)c1ccc2ncsc2c1)Nc1cc(Cl)ccc1F	6	5	0	-51	-8	4	-4
O=C(CN1CCOCC1)N[C@H]1CC[C@@H](CCNC(=O)C2CCCCC2)O[C@H]1CO	-17	-2	3	-6	1	-19	0
CCOC(=O)N/N=C/c1c(F)cccc1F	-2	.	.	-51	.	-8	.
O=C1NC2(CCCCC2)C(=O)N1CCN1C(=O)c2ccccc2C1=O	.	0	4	0	0	-1	10
Cc1ccccc1S(=O)(=O)N1C[C@H]2CON(C)[C@H]2C[C@H]1c1cccc(N2CCOCC2)c1	47	.	17	5	1	6	-2
COc1ccc(NC(C)C(=O)Nc2cccc(S(=O)(=O)N3CCOCC3)c2)cc1OC (stereo not given)	-11	3	-3	11	13	13	-9
COc1cc(-c2nc(CN(C)Cc3nnc(C)o3)c(C)o2)ccc1F	16	-4	8	7	11	12	6
c1ccc(CNc2ccc3c(c2)ncn3C2CCCCC2)nc1	-8	-3	.	.	-34	32	1
Cc1nc(CCNC(=O)CC2C(=O)NCCN2Cc2ccc(F)cc2)sc1C (stereo not given)	-26	-3	-2	-1	1	-3	0
COc1ccc(-c2ccc(C3[C@@H]4CN(S(=O)(=O)c5cccc(C)c5)C[C@H]3N4)cc2)cc1 (stereo not given in full)	-25&-1	4&4	-5&2	-4&3	-5&-7	.	-2&0
Cc1ccc(C(=O)Nc2cc3ccccc3oc2=O)cc1	99*	-2	3	40	79*	-8	0
O=c1cc(O)n(-c2ccccc2F)c(=S)[nH]1	12	9	1	.	0	2	2
COc1ccc(NC(=S)NNC(=O)COc2ccc(Cl)cc2Cl)cc1	-15	.	.	23	.	-3	.
Cn1c(=O)c2[nH]c(SCCN)nc2n(C)c1=S	-12	0	7	10	2	1	-2
CCCn1cc(S(=O)(=O)c2ccc(OC)cc2)c(=O)c2cc(OC)ccc21	-17	1	5	-9	.	-1	-5
Cc1nn(CC(=O)N2CCCC2)c(=O)c2cc3cc(F)ccc3n12	-2	-3	7	9	-2	-1	1
C[C@@H]1CN([C@H](C)CO)C(=O)c2cccc(NC(=O)C3CCOCC3)c2O[C@H]1CN(C)C(=O)Nc1ccc2c(c1)OCO2	-4	.	.	-15	-9	.	.
C/C=C/c1ccc2c(c1)O[C@@H](CN(C)C(=O)NC(C)C)[C@H](C)CN([C@H](C)CO)S2(=O)=O	-4	-1	-10	.	-9	-6	-6
COc1ccc(N(Cc2ccccc2)C(=O)c2ccccc2[N+](=O)[O-])cc1	2	3	-3	.	9	12	0
COc1ccc2c(c1)CC1c3c(cc4c(c3-2)OCO4)CC[N+]1(C)[O-] (stereo not given)	-7	12	3	5	-3	9	-4
CC(C)[C@H](NC(=O)OCc1ccccc1)C(=O)OCc1ccccc1	7	0	-2	-3	.	-14	-3
O=C(O)C1C2C=CC(C2)C1C(=O)NCCCc1ccccc1 (stereo not given)	-2	0	-3	16	-7	-10	-8
CCOC(=O)N1CCN(c2ccnc3cc(Cl)ccc23)CC1	1	-3	?	4	3	.	4
CN1C(=O)c2cc(NC(=O)Cc3cccs3)ccc2OC[C@H]2O[C@@H](CC(=O)N[C@H]3CCN(Cc4ccccc4)C3)CC[C@@H]21	4	.	1	2	-2	2	-5
CC(C)CNC(=O)[C@H](Cc1ccccc1)NC(=O)c1cccs1	-10	-1	4	-5	1	3	-3
CN1/C(=C\C(=O)COC(=O)c2ccc(O)cc2)C(C)(C)c2ccccc21	11	-2	-1	15	12	1	-2
COc1ccc(CCNC(=O)COc2ccc(N(C)S(=O)(=O)c3ccc(Cl)cc3)cc2)cc1	21	1	-4	11	15	-4	-2
CO[C@H]1CN(C)C(=O)c2ccc(NC(=O)Nc3cccc(F)c3)cc2OC[C@H](C)N(C(C)=O)C[C@H]1C	-3	1	8	.	6	-2	0
COc1ccc(OCCC(=O)OCC(=O)NC2CCCCCCC2)cc1	0	-3	2	1	3	.	1
COC(=O)c1cc(C(=O)NCCCN2CCOCC2)cc([N+](=O)[O-])c1	-20	-6	-2	-1	5	-1	-1
S=C(SSC(=S)N1CCOCC1)N1CCOCC1	17	3	24*	23	19	.	-2
CC(=O)C(=Cc1ccc(O)cc1)C(C)=O	-4	8	2	-43	6	.	2
Cc1ccc(NC(=O)COc2ccccc2C#N)cc1S(=O)(=O)N1CCCCCC1	9	-4	-7	-7	-13	1	4
O=C(O)c1ccccc1C(=O)O	1	-5	-4	.	-3	.	.
CC(=O)c1ccc(NC(=S)NC(=O)Cc2ccc(Cl)cc2)cc1	5	-2	6	-21	3	-5	-1
Cc1cccc(SCc2noc(C(=O)NCC3CCCO3)c2C(=O)O)c1 (stereo not given)	-12	-5	12	-5	-4	-8	.
The list goes on.
SMILES	LGR2 inh	Casp6 inh	DENV2 CPE	PAX8 inh HTS	EWS-Fli inh	ARNT TACC3 PPI	SIRT5 block
O=C(NN=C(Cc1ccccc1)Cc1ccccc1)c1ccccc1O	10	2	-6	3	-11	36	-2
OC[C@H]1[C@@H](c2ccc(-c3cccnc3)cc2)[C@@H]2CN(CC3CCOCC3)CCCCN12	.	0	-6	6	-4	-1	-7
COc1ccccc1CNC(=O)[C@@H]1CCCN1C(=O)[C@@H]1Cc2ccccc2CN1C(=O)OC(C)(C)C	-11	2	-3	3	.	-4	-3
COc1ccccc1C#Cc1ccc([C@H]2[C@@H](CO)N3CCCCN(S(C)(=O)=O)C[C@@H]23)cc1	20	2	-18	8	-12	-4	6
COC(=O)c1c(C)nsc1NC(=O)Oc1ccccc1	-14	1	-1	5	-6	9	-6
COc1cc(NC(=O)CN2CCN(C(=O)C3CCCO3)CC2)c(OC)cc1Cl (stereo not given)	7	1	-3	-8	3	1	-1
Cn1cc([N+](=O)[O-])c(C(=O)N2CCCCCC2)n1	2	-2	-2	-4	-1	-7	0
CC1CC(=O)N(CC(=O)Nc2cccc(Cl)c2)c2ccccc2S1(=O)=O (stereo not given)	1	2	-5	11	.	0	0
OCC1(CC2CCCCO2)CCN(Cc2cccc(O)c2)CC1 (stereo not given)	10	4	3	-11	3	-3	5
CCOCCCNC(=O)c1cn(CC)c2ccc(S(=O)(=O)N3CCOCC3)cc2c1=O	10	-1	-9	-18	.	-1	-2
CCC(C)(C)C1CCc2[nH]nc(C(=O)NC(C)C)c2C1 (stereo not given)	14	2	.	-1	9	-1	.
CCc1ccc(C(=O)NC(C(=O)NCC2CCCO2)C(C)C)cc1 (stereo not given)	5	-4	1	3	2	-2	-1
Nc1nc(NCCOCCO)nc(NC2CCCCC2)c1[N+](=O)[O-]	-22	2	-1	13	-15	5	0
C[C@@H]1CN([C@H](C)CO)C(=O)c2cc(NS(C)(=O)=O)ccc2O[C@@H]1CN(C)C(=O)Nc1ccc(C(F)(F)F)cc1	-3	2	-7	0	-11	-6	4
CN1CCN(NS(=O)(=O)c2ccc(Cl)cc2)CC1	9	.	6	-7	-4	-2	1
CO[C@H](CN(C)S(=O)(=O)c1cccc(Cl)c1)[C@H](C)CN([C@@H](C)CO)S(=O)(=O)c1cccc(Cl)c1	6	-3	-2	.	32	2	0
COc1ccc(NC(=O)CSc2ccc3nnc(-c4cccnc4)n3n2)c(OC)c1	15	1	-6	-10	8	5	-10
CC(C)NC(=O)N[C@@H]1CC[C@H](CC(=O)NCc2ccc(Oc3ccccc3)cc2)O[C@H]1CO	-1	-2	-5	9	-7	46*	5
CCOC(=O)Nc1nc(-c2ccc(Cl)cc2Cl)cs1	.	-1	0	-97	-30	-13	0
COc1ccccc1CNC(=S)Nc1ccc2nc(N3CCN(C)CC3)cc(C)c2c1	-4	-1	-15	-9	21	-11	-21
CCc1ccc(O)c(N=Cc2ccccc2O)c1	-59	0	12	.	-5	0	0
O=C(C[C@@H]1C[C@H]2c3cc(NS(=O)(=O)c4ccccc4)ccc3O[C@H]2[C@H](CO)O1)N1CCCCC1	-17	0	5	-1	0	-4	5
O=C(C[C@@H]1CC[C@H](NC(=O)c2ccc3c(c2)OCO3)[C@@H](CO)O1)NCc1ccc(F)cc1	-11&11	-3&7	32*!	-4&-29	1&1	-12	2&-8
C[C@H](O)C#Cc1ccc([C@@H]2[C@@H](CO)N3CCCCN(C(=O)c4ccc5c(c4)OCO5)C[C@H]23)cc1	-14	0	-7	-11	2	0	3
CCCCNC(=O)C[C@@H]1C[C@@]2(C(=O)OC)CCCCC=C2N(CCC2=CCCCC2)C1=O	-6	0	80*	-28	3	.	0
C[C@@H]1CCCCO[C@@H](CN(C)C)[C@@H](C)CN([C@@H](C)CO)C(=O)c2cc(NS(C)(=O)=O)ccc2O1	9	0	12	-12	3	-6	-2
Cc1cc(C(=O)NC2CCCc3c2cnn3-c2cccc(C)c2C)no1 (stereo not given)	-16	2	-12	1	-69	1	0
C=C(C)CN(CC)C(=O)CCc1nnc(CCc2c[nH]c3ccccc23)o1	-10	0	-2	-27	13	-4	14

Bioassay records: PubChem, Broad Institute
